Screening results deposited in PubChem BioAssay by National Center for Advancing Translational Sciences (NCATS).
RORgamma inh: blocks mouse ROR gamma transcriptional activity; P51450; Potency, µM (titrated, usually from 53.6 µM), for inactives: at the highest dose activity change, negative = inhibition, hits mostly inhibitors; Drosophila S2 Gal4-RORgamma UAS-luciferase reporter, 20 h; 5.4% of 310,000 active; further: on the % scale 0 is the no-effect control and ±100 the full control effect; nearly all actives have a fitted effect of over 60% in size
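Luciferase reporter read in Schneider cells carrying Gal4-RORγ (mouse) and UAS-Photinus luciferase; cells given compound 1 h before 700 uM copper sulfate induction, then incubated 20 h at ambient temperature.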
MBNL1 CUG block: inhibitors of human MBNL1 binding to CUG repeat RNA; Q9NR56; TR-FRET MBNL1-His/biotin-(CUG)12 binding, 665/545 ratio; Potency, µM (highest dose often 57.5 µM), inactives show top-dose activity change, negative = inhibition, hits mostly inhibitors; 0.036% of 280,000 active; active means well fitted inhibition curve with a large enough effect in the signal ratio, with a control signal flat, not every such curve was filed as active; inconclusive means small, poorly fitted or top-dose-only effect, or effect the other way, or a change in a side signal; inactive means no such curve, though single readings can be large or run the other way; the % refers to the signal ratio; further: on the % scale 0 is the no-effect control and ±100 the full control effect
Target sequence (Q9NR56 whole entry, looked up): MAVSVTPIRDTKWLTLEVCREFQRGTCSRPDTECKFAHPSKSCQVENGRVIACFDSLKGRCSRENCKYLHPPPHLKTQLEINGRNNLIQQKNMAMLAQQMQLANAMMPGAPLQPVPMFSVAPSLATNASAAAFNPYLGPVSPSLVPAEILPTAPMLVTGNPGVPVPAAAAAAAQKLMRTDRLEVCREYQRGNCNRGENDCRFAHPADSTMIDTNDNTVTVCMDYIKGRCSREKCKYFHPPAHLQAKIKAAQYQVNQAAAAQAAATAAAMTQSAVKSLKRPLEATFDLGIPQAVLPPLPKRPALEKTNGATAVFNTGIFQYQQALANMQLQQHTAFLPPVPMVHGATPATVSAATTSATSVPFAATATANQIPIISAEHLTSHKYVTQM
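MBNL1-His + Biotin-(CUG)12, cpd titration 92 nM–58 uM; Tb anti-His Ab 0.055 ng/ul, SA-XL665 5 nM (final); 60 min RT; ratiometric 665/545 nm, Ex 340 nm; normalized to buffer and full-complex controls.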
Gal4-VP16 FLuc: Gal4-VP16 reporter inhibition counter-screen | Drosophila S2 Gal4-VP16 UAS-luciferase, luminescence, 20 h | Potency, µM (highest dose often 53.6 µM), for inactives: top-dose activity, negative = inhibition, actives largely listed as inhibitors | 3.5% of 310,000 active;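 further: Gal4-VP16 expression switched on by copper sulfate through the metallothionein promoter; on the % scale 0 is the no-effect control and ±100 the full control effect; nearly all actives have a fitted effect of over 50% in size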
uPA generation: blocks generation of uPA at the cell surface; cell surface uPA generation assay, qHTS; Potency, µM (doses to about 38.3 µM), inactives show at the highest dose activity change, negative = inhibition, usual class: inhibitors; 0.31% of 330,000 active; AID 540303; active means well fitted inhibition curve with a large enough effect; inconclusive means small, poorly fitted or top-dose-only effect; inactive means no such curve, though single readings can be large or run the other way; tested in mouse RAW 264.7 cells; further: on the % scale 0 is the no-effect control and ±100 the full control effect; nearly all actives have a fitted effect of over 55% in size
ELG1 genotoxic: genotoxicity induction in ELG1-luciferase HEK293T cells. HEK293T ELG1-luciferase reporter, luminescence, 16 h. Potency, µM (doses to about 46 µM), for inactives: at the highest dose activity change, positive = activation, most hits filed as activators. 1.3% of 330,000 active. AID 504466; further: % of control where 0% means no effect; nearly all actives have a fitted effect of over 60% in size
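Reporter readout depends on ELG1 protein level, which increases with genetic stress. After 16 hr compound exposure at 37 °C, luciferase activity was quantified using ONE-Glo.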
Rab9 promoter act: activators of Rab9 promoter. Huh7 Rab9 promoter-luciferase reporter, luminescence, 24 h. Potency, µM (highest dose often 9.22 µM), for the others: top-dose activation, negative = inhibition, usual class: activators. AID 485297. 2.8% of 320,000 active; further: % of control where 0% means no effect; nearly all actives have a fitted effect of over 60% in size
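Cells were plated at 1500 per well in reduced-serum medium with 10% FBS and left 2 h. Compound in DMSO was then added for 24 h at 37 °C. Reporter signal was read by luminescence after 10 min with luciferase detection reagent.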
p53 reactivation: restores transcriptional activity of mutant p53. H1299 p53-A138V BP100-luciferase reporter, luminescence, 24 h. Potency, µM (highest dose often 92.2 µM), for the others: at the top dose activity change, positive = activation, usual class: activators. 0.063% of 320,000 active; further: % of control where 0% means no effect; nearly all actives have a fitted effect of over 45% in size
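H1299 (p53-null), stable ts p53-A138V + BP100-Luc; 1000 cells/well, Opti-MEM/10% FBS; cpd 4 pt, 1:5; 24 h, 37 deg C, 5% CO2; detection reagent 10 min RT; luminescence.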
FLuc counter: counter-screen for miR-21 project: firefly luciferase inhibitors or activators; P08659; purified FLuc, Km substrates, luminescence inhibition; Potency, µM (doses to about 57.5 µM), inactives show top-dose activity change, negative = inhibition, most hits filed as inhibitors; 6.9% of 360,000 active; AID 588342;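 further: plate controls were vehicle for no effect and reference inhibitor for full effect; nearly all actives have a fitted effect of over 55% in size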
Target sequence (P08659 whole entry, looked up): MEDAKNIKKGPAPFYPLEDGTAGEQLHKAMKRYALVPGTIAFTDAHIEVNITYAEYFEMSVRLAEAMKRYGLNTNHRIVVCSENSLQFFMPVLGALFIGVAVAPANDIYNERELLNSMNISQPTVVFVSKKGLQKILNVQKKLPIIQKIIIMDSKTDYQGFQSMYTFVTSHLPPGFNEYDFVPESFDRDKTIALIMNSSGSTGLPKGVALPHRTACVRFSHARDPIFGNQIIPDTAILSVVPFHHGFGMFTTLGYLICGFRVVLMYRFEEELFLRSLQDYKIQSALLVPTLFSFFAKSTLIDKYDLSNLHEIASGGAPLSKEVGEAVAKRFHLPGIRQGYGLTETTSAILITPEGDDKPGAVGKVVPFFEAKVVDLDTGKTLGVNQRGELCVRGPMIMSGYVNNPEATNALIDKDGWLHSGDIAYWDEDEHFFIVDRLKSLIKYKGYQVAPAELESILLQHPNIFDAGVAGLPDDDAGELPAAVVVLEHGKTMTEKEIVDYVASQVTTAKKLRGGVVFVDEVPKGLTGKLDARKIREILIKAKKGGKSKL
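Purified P. pyralis luciferase, 10 nM final, with Km-level 10 uM D-luciferin and 10 uM ATP in 50 mM Tris acetate pH 7.5, 10 mM Mg acetate, 0.01% Tween-20, 0.05% BSA; 6-point qHTS titration about 60 µM downward; luminescence read.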
NPC1 prom act: activates the NPC1 promoter; Huh7 NPC1 promoter luciferase reporter, 24 h; Potency, µM (titrated, usually from 9.22 µM), for inactives: top-dose activation, most hits filed as activators; 2.4% of 320,000 active; AID 485313;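 further: % of control where 0% means no effect; nearly all actives have a fitted effect of over 60% in size; reporter is driven by a mutant NPC1 promoter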
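Huh7 reporter cells (NPC1 promoter driving luciferase) are dosed with compound for 24 h at 37 °C, 5% CO2; luciferase detection reagent is then added and luminescence measured after 10 min at ambient temperature.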
BRCA1 expr up: activators of BRCA1 expression | MCF7-BRCA1-FFLuc reporter, luminescence, 48 h; response scale: scaled: vehicle 0%, 10 µM genistein 100% | Potency, µM (top dose mostly 46.1 µM), for the others: at the highest dose activation, most hits filed as activators | 1.1% of 380,000 active; further: nearly all actives have a fitted effect of over 80% in size; some results filed as inactive show a strong effect at the top dose
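Using MCF7 cells harboring a BRCA1 firefly luciferase reporter, plated 2 h before compound pinning, the screen measured luminescence after 48 h incubation. Responses were normalized to DMSO and 10 microM genistein, then fitted for concentration-effect.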
Active calls of the source: *; ? = inconclusive; . = not tested or not shown; [ ] = remark or other dose. Unless noted, the call rests on the fitted dose curve; in most records, active means well fitted curve in the direction sought with a large enough effect; inconclusive means small, poorly fitted or top-dose-only effect, or another doubt; inactive means no such curve, though single readings can be large; an effect the other way counts as inactive or inconclusive. Potency means the concentration at half of the fitted maximal effect.

SMILES	RORgamma inh	MBNL1 CUG block	Gal4-VP16 FLuc	uPA generation	ELG1 genotoxic	Rab9 promoter act	p53 reactivation	FLuc counter	NPC1 prom act	BRCA1 expr up
Cc1cc(=O)oc2cc(OCC(=O)NC3CC(C)(C)NC(C)(C)C3)c(Cl)cc12	-17%	-7%	-4%	?	1%[9.26 µM]	0%	-3%	-1%	-1%	-6%
CC(C)c1ccc(C(=O)OCC(=O)NC2CCCC2)cc1	45%	-3%	4%	-5%	2%	-11%	11%	?	-1%	8%
CC(=O)c1nnn(-c2c(F)cccc2F)c1C	0%	-19%	-11%	-2%	4%	1%	2%	-5%	1%	27%
CC(NC(=O)CCC(=O)NC(C)c1ccccc1)c1ccccc1 (stereo unspecified)	-19%	-3%	0%	5%	1%	0%	4%	0%	-3%	6%
COc1ccc(C(C(=O)NCc2ccccc2)N(Cc2ccco2)C(=O)c2snc(C(N)=O)c2N)cc1 (stereo unspecified)	16%	7%	2%	6%	-32%[inhibitor]	-3%	-1%	1%	-3%	-55%
CCc1ccc(NC(=O)CSc2nnc(-c3cnccn3)n2Cc2ccco2)cc1	-11%	58%[activator]	-1%	2%	?	11%	-9%	-4%	1%	4%
CCOC(=O)CC(=O)Nc1c(C)cc(C)cc1C	-8%[0.365 µM]	-4%	.	-8%	-5%	-7%	-8%	-3%	6%	4%
Cc1nnc(-c2cccc(Br)c2)c2cn(-c3cccc(Br)c3)nc12	1%	-1%	5%	-6%	1%	8%	15%	-14%	-3%	-41%
O=C(CCc1nnc(C2CCCCC2)o1)NCCCOc1cccnc1	15%	-5%	0%	0%	3%	1%	2%	5%	2%	-11%
CCN(CC)CCOC(=O)c1ccc(Cl)cc1Cl	-20%	-10%	?	3%	-1%	3%	1%	0%	-3%	-2%
Brc1ccc(/C=N/Nc2ccc3ccccc3n2)cc1	7.9µM*	8%	?	-9%	?	2.5µM*	13%	3µM*	3.5µM*	?
O=C(NN=Cc1ccc(F)c(F)c1)c1ccc(NS(=O)(=O)c2cccs2)cc1	.	.	.	2%	4%	.	1%	.	.	18%
O=C1C(=O)c2ccccc2C([O-])=C1[n+]1ccccc1	-22%	?	-20%	5%	-23%	-46%[inhibitor]	-13%	-1%	-40%[inhibitor]	-9%
S=C(Nc1ccccc1)Nc1ccc(OCc2ccccc2)cc1	11µM*	-12%	-7%	2%	1%	7%	0%	3%	-3%	-1%[1.84 µM]
Cc1nnc(N2CCOCC2)c2ccccc12	?	-7%	-4%	-6%	1%	-5%	-8%	-2%	1%	-8%
C[C@]12CC[C@H](O)C[C@@H]1CC[C@@H]1[C@@H]2CC[C@@]2(C)[C@H]1CCC(=O)[C@]21CCCO1	.	.	.	-11%	0%	.	-1%	.	.	4%
O=C(NC(=S)Nc1ccccc1C(F)(F)F)c1ccccc1F	6.3µM*	-8%	?	-3%	5%	1%	-8%	-12%	-2%	0%
NNC(=O)COc1ccc2oc3c(c2c1)CCCC3	-14%	1%	-3%	1%	2%	1%	0%	?	3%	-38%
CCCCCC1CCC(c2ccc(/C(N)=N/O)cc2)CC1 (stereo unspecified)	-10%	2%	-7%	-13%	-5%	-1%	-1%	1%	-3%	-27%
COCCN1C(=O)c2ccccc2C(C(=O)N2CCN(c3ccccc3)CC2)C1c1ccc(F)cc1 (stereo unspecified)	-13%	3%	-12%	-2%	-8%	-6%	-6%	0%	-4%	-31%
O=C1C(=O)N(CC(=O)N2CCCC2)c2ccccc21	-12%	?	3%	.	1%	-9%	-4%	0%	-1%	-6%
O=C(CSc1nc2cc(Cl)ccc2s1)NC1CCCc2ccccc21 (stereo unspecified)	-2%	-6%	8%	19%	-2%	15%	5%	-15%	-5%	-16%
COc1cccc(/C(C)=N/NC(=O)c2ccc(N(C)C)cc2)c1	?	-1%	3%	0%	?	3.5µM*	?	19µM*	?	4.5µM*
CN(C)CCNC(=O)/C(=C/c1ccc(-c2ccc(Cl)cc2)o1)NC(=O)c1ccccc1	?	?	?	7%	16%	2%	-18%	8%	0%	-71%
O=C(COC(=O)c1ccc(Cl)nc1)Nc1c(Cl)cccc1C(F)(F)F	.	.	.	-1%	0%	0%	1%	1%	4%	16%
CS(=O)(=O)N(CC(=O)O)Cc1cccc(CN(CC(=O)O)S(C)(=O)=O)c1	-22%	1%	0%	-2%	-3%	1%	10%	-2%	-4%	7%
COc1cccc(NC(=O)c2ccccc2-c2ccccc2C(=O)O)c1	5%	-19%	-7%	1%	-2%	1%	9%	1%	-2%	2%
COc1ccccc1N(CC(=O)NCCSc1ccccn1)S(=O)(=O)c1ccccc1	-1%	-5%	19%	4%	-28%	3%	-2%	-1%	3%	-9%
CC(=O)N(c1ccc2oc(=O)sc2c1)S(=O)(=O)c1ccc(C)cc1	-5%	-5%	-25%	-6%	-11%	2%	6%	-1%	2%	-20%
COC(=O)C1CCN(C(=O)COC(=O)c2cc(-c3ccccc3)nc3ccc(OC)cc23)CC1	.	.	.	-17%	-6%	-5%	3%	?	-3%	-10%
CNc1ccc(/C=C/C(=O)c2ccc3c(c2)OCCO3)cc1[N+](=O)[O-]	?	?	24%	0%	?	-7%	?	6µM*	2%	-18%
CS(=O)(=O)NCCCc1ccccc1	-7%	1%	6%	-1%	0%	-6%	10%	1%	-1%	-1%
O=C(CCN1CCN(CC(=O)Nc2ccccc2Cl)CC1)Nc1ccccc1F	-7%	13%	4%	1%	-2%	-1%	1%	-2%	1%	-9%
O=C(N/N=C/c1ccncc1)c1ccc(COc2cccc3cccnc23)cc1	-1%	?	-6%	4%	-9%	9%	-6%	-19%	-2%	50%
CCc1c(C(=O)NC(C)C2CCCO2)csc1C (stereo unspecified)	-29%	-2%	-20%	-3%	0%	9%	12%	-2%	-4%	4%
O=c1c2ccccc2ncn1-c1ccc([N+](=O)[O-])cc1[N+](=O)[O-]	-11%	?	?	-8%	-10%	-6%	1%	3%	-2%	-67%[inhibitor]
CC1CCN(C(=O)c2ccc(CNc3c(N4CCCC4)c(=O)c3=O)cc2)CC1	-7%	5%	-3%	0%	-1%	-3%	-1%	3%	-2%	0%
CCCCCN(C(=O)CCC(=O)OCC(=O)NCc1ccc(OC)cc1)c1c(N)n(CCCC)c(=O)[nH]c1=O	12%	-3%	-1%	8%	3%	-1%	-2%	1%	-6%	-1%
COc1cccc(NC(=O)N2CCN(C(=O)C(Cc3ccc(OC)c(OC)c3)NC(C)=O)CC2)c1 (stereo unspecified)	3%	-3%	-8%	.	4%	-3%	-9%	6%	-1%	2%
CCc1nc(N)c(C#N)c(-c2ccncc2)c1C	0%	-3%	1%	.	0%	0%	1%	1%	1%	-10%

Some of these compounds in order of SMILES length, ascending.
SMILES	RORgamma inh	MBNL1 CUG block	Gal4-VP16 FLuc	uPA generation	ELG1 genotoxic	Rab9 promoter act	p53 reactivation	FLuc counter	NPC1 prom act	BRCA1 expr up
CCc1c(C(=O)NC(C)C2CCCO2)csc1C (stereo unspecified)	-29%	-2%	-20%	-3%	0%	9%	12%	-2%	-4%	4%
O=C1C(=O)N(CC(=O)N2CCCC2)c2ccccc21	-12%	?	3%	.	1%	-9%	-4%	0%	-1%	-6%
COc1cccc(NC(=O)c2ccccc2-c2ccccc2C(=O)O)c1	5%	-19%	-7%	1%	-2%	1%	9%	1%	-2%	2%
O=C(N/N=C/c1ccncc1)c1ccc(COc2cccc3cccnc23)cc1	-1%	?	-6%	4%	-9%	9%	-6%	-19%	-2%	50%
CNc1ccc(/C=C/C(=O)c2ccc3c(c2)OCCO3)cc1[N+](=O)[O-]	?	?	24%	0%	?	-7%	?	6µM*	2%	-18%
CS(=O)(=O)N(CC(=O)O)Cc1cccc(CN(CC(=O)O)S(C)(=O)=O)c1	-22%	1%	0%	-2%	-3%	1%	10%	-2%	-4%	7%
COC(=O)C1CCN(C(=O)COC(=O)c2cc(-c3ccccc3)nc3ccc(OC)cc23)CC1	.	.	.	-17%	-6%	-5%	3%	?	-3%	-10%
COc1cccc(NC(=O)N2CCN(C(=O)C(Cc3ccc(OC)c(OC)c3)NC(C)=O)CC2)c1 (stereo unspecified)	3%	-3%	-8%	.	4%	-3%	-9%	6%	-1%	2%

Later entries
SMILES	RORgamma inh	MBNL1 CUG block	Gal4-VP16 FLuc	uPA generation	ELG1 genotoxic	Rab9 promoter act	p53 reactivation	FLuc counter	NPC1 prom act	BRCA1 expr up
CNC(=S)NNC(=O)c1sccc1C	0%	17%	-4%	-2%	5%	7%	?	0%	-3%	17%
CC(=O)Nc1ccc(S(=O)(=O)N2CCC(NC(C)=O)(c3cccc(F)c3)CC2)cc1	-4%	-6%	1%	3%	0%	1%	-1%	5%	-5%	0%
COC(=O)c1ccc(CN2C(=O)NC3(CCC(C)CC3)C2=O)o1 (stereo unspecified)	2%	-3%	1%	1%	-1%	0%	-4%	0%	0%	-4%
COc1ccc(C2=Nn3c(nnc3-c3ccco3)SC2)cc1OC	15%	?	-16%	-14%	?	-1%	0%	-15%	1%	-77%

No enrichment for hits; about 13% have a hit in one of these screens.
